TROY NFkB inh: blocks TROY-dependent signaling in reporter cells; Q293 LMP1-TROYcd NF-kB luciferase reporter, 4 h; inhibition, % at 10 µM; 0.98% of 360,000 active; AID 1347056;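 active means compounds whose plate-normalised and pattern-corrected inhibition of the luciferase reporter signal at the single screening dose is 50% or more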
NOD2 RIPK2 PPI: NOD2-RIPK2 protein interaction inhibition; AID 624267; 0.38% of 360,000 active; inhibition, % at 4.98 µM; CHO BLA complementation NOD2-RIPK2, CCF4 ratio; O43353; in the data active means inhibition above about 21%;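 further: 0% = vehicle only and 100% = reference blocker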
SRC2 inh: inhibits human steroid receptor coactivator 2; Q15596; HEK293 GAL4-SRC2 luciferase reporter, luminescence; inhibition, % at 9 µM; 0.17% of 370,000 active;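 active means inhibition above the mean inhibition of all tested compounds plus 3 SD, set per campaign, cut at about 52% in these data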;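 further: 0% = DMSO treated cells and 100% = cells given Gossypol at 36 µM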
TWEAK Fn14 block: inhibitors of TWEAK-Fn14 interaction signaling | TWEAK-stimulated Fn14 reporter cells, luciferase luminescence, 8 h | inhibition, % at 10 µM | 2% of 360,000 active; in the data active means inhibition above about 50%
TLR9-MyD88 inh: inhibitors of human TLR9-MyD88 binding | CHO BLA complementation TLR9-MyD88, CCF4 FRET ratio | inhibition, % at 4.98 µM | 0.21% of 340,000 active | AID 504734;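 active means inhibition above the mean over all tested compounds plus 3 SD, cut at about 21% in these data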;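 further: 0% = DMSO only wells and 100% = clavulanate BLA inhibitor control wells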
Granule exo inh: lytic granule exocytosis inhibition | AID 651702 | 0.66% of 360,000 active | TALL-104 LAMP-1 surface exposure, flow cytometry; cells stimulated with thapsigargin and PMA | inhibition, % at 10 µM;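 active means inhibition above about 55%, limit read from the data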
ABHD5-PLIN5 inh: blocks binding of human ABHD5 to perilipin-5; Split G. princeps luciferase complementation, luminescence, 4 h; AID 602281; inhibition, % at 4 µM; 0.78% of 360,000 active; Q00G26+Q8WTS1;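 active means inhibition above the mean inhibition across every tested compound plus 3 SD, cut at about 22% in these data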;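 further: 0% = DMSO only wells and the 100% control is not disclosed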
NR5A2 inv ag: NR5A2 inverse agonism in reporter assay | inhibition, % at 3.6 µM | O00482 | 0.13% of 360,000 active | HEK293T StAR-luciferase reporter, LRH-1 transfected, 24 h;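 active means inhibition above the mean inhibition of all tested compounds plus 3 SD, cut at about 73% in these data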;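 further: 0% = DMSO wells and 100% = reporter-only cells lacking LRH-1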
Target sequence (O00482 whole entry, looked up): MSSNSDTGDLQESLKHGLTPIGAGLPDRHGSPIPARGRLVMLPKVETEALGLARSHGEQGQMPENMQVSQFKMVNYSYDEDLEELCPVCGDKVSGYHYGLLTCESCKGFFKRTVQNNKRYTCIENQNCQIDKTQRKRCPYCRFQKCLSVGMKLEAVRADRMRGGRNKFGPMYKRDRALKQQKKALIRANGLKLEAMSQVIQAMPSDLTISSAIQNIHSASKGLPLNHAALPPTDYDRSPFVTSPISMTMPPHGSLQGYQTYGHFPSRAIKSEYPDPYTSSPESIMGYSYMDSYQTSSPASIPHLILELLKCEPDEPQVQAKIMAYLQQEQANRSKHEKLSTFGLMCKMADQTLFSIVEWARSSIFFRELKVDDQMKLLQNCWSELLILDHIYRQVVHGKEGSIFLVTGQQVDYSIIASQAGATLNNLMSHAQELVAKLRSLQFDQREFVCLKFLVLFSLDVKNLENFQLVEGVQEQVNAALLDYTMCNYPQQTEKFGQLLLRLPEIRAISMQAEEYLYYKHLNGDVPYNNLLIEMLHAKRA
NR2F2 inh: NR2F2 (human) inhibition, primary screen. AID 686940. inhibition, % at 8.6 µM. HEK293T NGFI-A luciferase reporter, luminescence. P24468. 0.7% of 370,000 active;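 active means inhibition above a per-plate cutoff, mean inhibition of test wells between control levels plus 3 SD, cut at about 38% in these data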;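 further: cells cotransfected with COUP-TFII expression vector driving the NGFI-A reporter; 0% = median of COUP-TF2 test wells and 100% = reporter-only cells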
Target sequence (P24468 whole entry, looked up): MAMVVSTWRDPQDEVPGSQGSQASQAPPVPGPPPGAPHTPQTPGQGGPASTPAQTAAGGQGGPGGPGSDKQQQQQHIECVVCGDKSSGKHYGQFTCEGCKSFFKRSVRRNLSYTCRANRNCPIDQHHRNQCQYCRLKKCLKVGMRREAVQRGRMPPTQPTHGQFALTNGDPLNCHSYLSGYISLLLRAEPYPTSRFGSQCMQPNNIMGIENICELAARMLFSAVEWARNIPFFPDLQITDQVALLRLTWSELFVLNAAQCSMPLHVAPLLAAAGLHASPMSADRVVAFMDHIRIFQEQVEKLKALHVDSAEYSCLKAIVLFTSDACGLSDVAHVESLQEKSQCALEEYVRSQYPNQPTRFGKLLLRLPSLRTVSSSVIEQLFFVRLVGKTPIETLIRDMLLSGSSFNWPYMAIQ
SRC1 inh: human NCOA1 inhibition; Q15788; HEK293 GAL4-SRC1 luciferase reporter, luminescence; inhibition, % at 3.6 µM; 0.12% of 360,000 active;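 active means inhibition above the campaign mean plus 3 SD, with each screening campaign given its own cutoff, cut at about 60% in these data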;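 further: 0% = DMSO treated cells and 100% = gossypol at 36 µM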
SRC3 inh: inhibits human SRC3 coactivator | Q9Y6Q9 | HEK293 GAL4-SRC3 luciferase reporter, luminescence | inhibition, % at 3.6 µM | 0.17% of 360,000 active;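 active means inhibition above a per-campaign cutoff, the mean of all compounds plus 3 SD, cut at about 60% in these data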;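 further: 0% = DMSO-treated cells and 100% = gossypol-treated cells at 36 µM; higher means less SRC3-driven luciferase light from the GAL4 reporter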
Starred values were filed as active, the others as inactive; x = not tested or not shown. These rows are one share of the data, so the mix of outcomes need not match the whole.

entry	SMILES	TROY NFkB inh	NOD2 RIPK2 PPI	SRC2 inh	TWEAK Fn14 block	TLR9-MyD88 inh	Granule exo inh
1	Nc1ccc(NC(=S)Nc2ccccc2)cc1	-28	-6	6	-20	-6	1
2	COc1ccc(NC(=O)CCCc2ccccc2)cc1OC	-47	1	-9	0	-4	-7
3	O=C(Nc1ccc(S(=O)(=O)N2CCCCCC2)cc1)c1[nH]ncc1[N+](=O)[O-]	-37	29*	-55	-19	26*	0
4	CC1(C)c2[nH]c3ccccc3c2C[C@@H]2C(=O)N(Cc3ccccc3F)C(=O)N21	9	4	5	33	-1	1
5	Cc1nn(-c2ccccc2)nc1C(=O)NNC(=O)c1ccc(C(F)(F)F)cc1	-1	7	-31	8	-2	3
6	O=C(N/N=C\c1ccc(-c2ccccc2[N+](=O)[O-])o1)C1COc2ccccc2O1 (stereo not given)	2	-5	8	19	1	-5
7	CNC(=S)Nc1ccc(C23CC4CC(CC(C4)C2)C3)cc1	-1	-3	0	2	-2	0
8	CCOc1ccc(CCNC(=O)c2cn(C)c3ccc(S(=O)(=O)N4CCOCC4)cc3c2=O)cc1OCC	1	-5	-27	-32	1	7
9	CCCCN1C(=O)C(CC(=O)NCC2CCCCC2)CC(C(=O)N(C)C)=C1C (stereo not given)	-7	-4	11	5	-12	-2
10	O=C(CCC(=O)N1CCN(C2CCCCC2)CC1)Nc1nnc(C(F)(F)F)s1	0	-1	-4	1	-8	-5

entry	ABHD5-PLIN5 inh	NR5A2 inv ag	NR2F2 inh	SRC1 inh	SRC3 inh
1	-16	-7	-7	-41	-12
2	-2	-58	-26	-59	-83
3	5	-96	-36	-25	-24
4	-2	-26	19	-3	-6
5	-3	0	-5	-21	11
6	-38	24	10	0	18
7	-11	10	7	-14	24
8	4	-7	-8	0	2
9	-1	-2	5	0	-22
10	2	12	19	6	4

More entries follow.
entry	SMILES	TROY NFkB inh	NOD2 RIPK2 PPI	SRC2 inh	TWEAK Fn14 block	TLR9-MyD88 inh	Granule exo inh
11	C[C@H]1CN([C@@H](C)CO)C(=O)c2cc(C#Cc3cccnc3)cnc2O[C@H]1CN(C)Cc1ccc(F)cc1	11	-4	-13	9	-5	0
12	COc1cc(/C=N/NC(=O)c2ccncc2)ccc1OC(=O)c1cccc(F)c1	29	6	-20	-9	0	2
13	O=C(Cc1ccc(-n2c(=O)[nH]c3ccccc3c2=O)cc1)N1CCN(c2ccccc2)CC1	15	3	-51	11	-2	-2
14	CC(C)[C@@H](CO)N(C)S(=O)(=O)c1ccccc1Br	-15	-1	-3	-4	-1	-2
15	O=C(CNC(=O)c1ccc(Br)o1)NCc1ccc2c(c1)OCO2	13	-1	3	-9	-16	0
16	CCn1c(SCC(=O)O)nnc1-c1cc2c(C)nn(-c3ccccc3)c2s1	-8	-8	-8	10	12	-1
17	Nc1ccccc1C(=O)N1O[C@@H]2C=C[C@H]1CC2	-17	-7	6	6	-6	-3
18	COc1ccccc1CN1CC(C(=O)NCc2nccn2C)CCC1=O (stereo not given)	-19	-10	-8	-4	-1	1
19	COc1ccc(O)c(/C=N/NC(=O)c2c(C)nnn2-c2nonc2N)c1	5	-9	14	0	-1	2
20	Cc1cccc(-c2cc(N3CCCN(C)CC3)n3nccc3n2)c1	-13	-12	8	-4	x	5

entry	ABHD5-PLIN5 inh	NR5A2 inv ag	NR2F2 inh	SRC1 inh	SRC3 inh
11	3	-4	-10	1	19
12	0	-7	-11	-10	-19
13	-4	-20	7	1	-8
14	0	5	2	-14	-4
15	-1	-16	-5	-1	-6
16	-1	7	-8	-18	-16
17	1	-10	6	-6	-18
18	5	0	-26	-12	10
19	2	0	2	38	33
20	2	-29	0	-14	-10

Further results follow:
entry	SMILES	TROY NFkB inh	NOD2 RIPK2 PPI	SRC2 inh	TWEAK Fn14 block	TLR9-MyD88 inh	Granule exo inh
21	COc1ccccc1CN1CC(C(=O)NCc2cc(C)on2)CCC1=O (stereo not given)	-30	-6	1	6	-5	0
22	COc1cccc(/C=C/C(=O)OCC(=O)c2ccccc2)c1OC	51*	6	-16	65*	-7	-3
23	CC1CCCCN1CCNC(=O)c1ccc2c(=O)n(CCc3ccccc3)c(=O)[nH]c2c1 (stereo not given)	-38	-8	-29	-20	5	1
24	c1ccc(-c2ccccc2OCCOCCN2CCOCC2)cc1	11	7	-13	-3	4	3
25	O=C(Nc1nonc1NC(=O)c1cccs1)c1cccs1	36	0	14	45	3	6
26	COc1ccc(O)c(/C=N\NC(=O)CCn2nnc3ccccc32)c1	10	0	-13	-4	3	1
27	CCOC(=O)NC(=O)c1cn(CCNCCO)c(=O)[nH]c1=O	5	-2	-6	6	-5	-2
28	CCNC(=O)COC(=O)C1CCC(=O)N(c2ccc(OC)cc2)C1c1ccc(OC)cc1 (stereo not given)	-4	-3	-18	-7	1	3
29	COc1ccccc1NC(=O)Cn1nc(C(F)(F)F)c2c1CCCC2	-7	-2	-4	-23	6	0
30	Cc1c(C)c2ccc(OCC(=O)Nc3ccc(N4CCC(C)CC4)cc3)cc2oc1=O	10	-4	22	2	-13	8

entry	ABHD5-PLIN5 inh	NR5A2 inv ag	NR2F2 inh	SRC1 inh	SRC3 inh
21	-5	-6	12	-14	-40
22	-2	-44	0	-58	-36
23	8	-32	-3	-23	-14
24	-4	1	26	0	-8
25	-3	49	49*	30	30
26	-2	12	-3	9	25
27	-5	1	-17	-12	17
28	1	11	-4	-10	14
29	1	-13	8	-7	8
30	4	-4	4	-2	-10

(listing goes on)
entry	SMILES	TROY NFkB inh	NOD2 RIPK2 PPI	SRC2 inh	TWEAK Fn14 block	TLR9-MyD88 inh	Granule exo inh
31	CCCCCCCCNc1nc(Cl)nc(NCc2ccco2)n1	10	8	-13	3	2	-1
32	O=C(CNC(=O)c1ccncc1)N/N=C/c1ccc(Br)cc1	8	2	11	11	-1	0
33	CCOC1OC(=O)C(Cl)=C1Nc1ccc(C)cc1C (stereo not given)	28	-2	6	-9	0	-1
34	COc1cccc(C(NC(C)=O)c2nc(/C=C/c3ccccc3)cs2)c1 (stereo not given)	4	11	-19	-3	x	0
35	Cc1cc(-c2ccco2)n(CC(=O)NCCCc2ccccc2)n1	-8	-9	-3	27	4	0
36	CCn1c2ccccc2c2cc(NC(=O)CSc3nnc(-c4cccc(C)c4)o3)ccc21	1	-5	3	3	9	28
37	CCn1nc(C(=O)Nc2cccc(C(F)(F)F)c2)c(Cl)c1Cl	-13	-6	-9	-7	-2	-1
38	CCc1nc2c(OCCOc3ccc(F)cc3)cccn2c1N(C)C(=O)c1ccccc1F	-2	12	1	-5	x	0
39	Cc1cc(NC(=O)CCC(=O)N(Cc2ccco2)C2(C(=O)NC3CCCCC3)CCCC(C)C2)no1 (stereo not given)	-14	-8	-10	4	13	39
40	COc1cccc(-c2nc(NC3CCCC3)c3ccccc3n2)c1O	71*	3	17	-2	3	78*

entry	ABHD5-PLIN5 inh	NR5A2 inv ag	NR2F2 inh	SRC1 inh	SRC3 inh
31	0	-14	-6	-20	2
32	-3	-20	-2	-21	6
33	-1	7	-18	-3	10
34	-8	5	-10	-2	-36
35	0	8	-22	-8	-12
36	1	22	1	13	2
37	-2	-15	9	-18	-2
38	7	16	-10	6	-2
39	-6	14	-2	18	-1
40	-2	28	12	11	9

Part of the list above in order of length of the SMILES, smallest number first:
entry	SMILES	TROY NFkB inh	NOD2 RIPK2 PPI	SRC2 inh	TWEAK Fn14 block	TLR9-MyD88 inh	Granule exo inh
31	CCCCCCCCNc1nc(Cl)nc(NCc2ccco2)n1	10	8	-13	3	2	-1
40	COc1cccc(-c2nc(NC3CCCC3)c3ccccc3n2)c1O	71*	3	17	-2	3	78*
37	CCn1nc(C(=O)Nc2cccc(C(F)(F)F)c2)c(Cl)c1Cl	-13	-6	-9	-7	-2	-1
34	COc1cccc(C(NC(C)=O)c2nc(/C=C/c3ccccc3)cs2)c1 (stereo not given)	4	11	-19	-3	x	0
38	CCc1nc2c(OCCOc3ccc(F)cc3)cccn2c1N(C)C(=O)c1ccccc1F	-2	12	1	-5	x	0
30	Cc1c(C)c2ccc(OCC(=O)Nc3ccc(N4CCC(C)CC4)cc3)cc2oc1=O	10	-4	22	2	-13	8
36	CCn1c2ccccc2c2cc(NC(=O)CSc3nnc(-c4cccc(C)c4)o3)ccc21	1	-5	3	3	9	28
39	Cc1cc(NC(=O)CCC(=O)N(Cc2ccco2)C2(C(=O)NC3CCCCC3)CCCC(C)C2)no1 (stereo not given)	-14	-8	-10	4	13	39

entry	ABHD5-PLIN5 inh	NR5A2 inv ag	NR2F2 inh	SRC1 inh	SRC3 inh
31	0	-14	-6	-20	2
40	-2	28	12	11	9
37	-2	-15	9	-18	-2
34	-8	5	-10	-2	-36
38	7	16	-10	6	-2
30	4	-4	4	-2	-10
36	1	22	1	13	2
39	-6	14	-2	18	-1

Next section.
entry	SMILES	TROY NFkB inh	NOD2 RIPK2 PPI	SRC2 inh	TWEAK Fn14 block	TLR9-MyD88 inh	Granule exo inh
41	Cc1cc(NC(=O)CCC(=O)N(Cc2ccco2)C2(C(=O)NC3CCCC3)CCC(C)CC2)no1 (stereo not given)	-12	-10	14	0	-8	29
42	CCOc1ccc2oc(C(=O)N3CCCN(C)CC3)c(C)c2c1	15	-3	-38	3	4	-1
43	CC1=NN(C(=O)CCCc2ccccc2)C(O)(C(F)(F)F)C1 (stereo not given)	6	2	-9	-10	-1	-2
44	COc1ccc(/C=C/C(=O)NCC(=O)n2nc(C)cc2C)cc1	4	-8	9	20	x	4
45	COc1ccc(/C=C2\SC(=S)N(CCCC(=O)NNC(=O)c3ccccc3O)C2=O)cc1	13	-11	45	42	11	-1

entry	ABHD5-PLIN5 inh	NR5A2 inv ag	NR2F2 inh	SRC1 inh	SRC3 inh
41	4	-8	0	9	11
42	4	-39	-34	-40	-71
43	1	-4	2	5	17
44	3	15	11	-7	15
45	2	9	25	18	30

Screens (PubChem BioAssay)
